# Bioassay records: PubChem, National Center for Advancing Translational Sciences (NCATS)
# B2AR arrestin: recruits beta-arrestin to the human beta2-adrenergic receptor. P07550. beta-arrestin recruitment to beta2AR, cell-based reporter. Potency, µM (titrated, usually from 46.1 µM), for the others: top-dose activation, usual class: activators. 330,000 compounds, 0.02% hits. AID 492947;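 also: potency is read from the fitted curve at half-maximal effect; 0% = DMSO controls and full agonism = EC100 isoproterenol or metaproterenol; nearly all actives have a fitted effect of over 65% in size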
# KCNH2 WT inh: blocks the wildtype human KCNH2 potassium channel; U2OS, BacMam KCNH2, thallium flux FluxOr; active compounds read low; Q12809; 340,000 compounds, 0.37% hits; activity change, % at 1.84 µM;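 active = maximum activity change below -70%; inconclusive = maximum activity change between -70% and -50%; inactive = maximum activity change above -50%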
#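 U2OS cells transduced with wild-type KCNH2 virus are loaded with FluxOr dye for 45 min, and thallium flux is measured in kinetic reads before and after stimulation buffer. Rate constants are normalized to DMSO controls.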
# uPA surface inh: inhibitors of cell surface uPA generation | cell surface uPA generation assay, qHTS | Potency, µM (series often up to 38.3 µM), for the others: at the highest dose activity change, negative = inhibition, usual class: inhibitors | 330,000 compounds, 0.31% hits | AID 540303; active = well fitted inhibition curve with a large enough effect; inconclusive = small, poorly fitted or top-dose-only effect; inactive = no such curve, though single readings can be large or run the other way; tested in mouse RAW 264.7 cells; also: potency is read from the fitted curve at half-maximal effect; nearly all actives have a fitted effect of over 55% in size
# KCNH2 3.1 inh: KCNH2 3.1 (human) potassium channel inhibition; 340,000 compounds, 0.95% hits; AID 720553; U2OS KCNH2 3.1, thallium flux FluxOr; active compounds read low; activity change, % (tested at about 1.8 µM);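 active = maximum activity change below -70%; inconclusive = maximum activity change from -70% to -50%; inactive = maximum activity change above -50%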;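 also: thallium influx rate constant from kinetic fluorescence after stimulation buffer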
#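 U2OS cells transduced with KCNH2 3.1 mutant virus (1.77 x 10^8 /mL, 4 h), plated overnight at 37 C, loaded 45 min with FluxOr dye plus Red40 quencher. Thallium flux rate constant from kinetic reads after stimulation buffer, normalised to controls.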
# Eya2 phos inh: blocks the phosphatase activity of human Eya2 | O00167 | recombinant Eya2, OMFP fluorescence dephosphorylation (OMFP is methylfluorescein phosphate) | Potency, µM (series often up to 76.9 µM), for inactives: at the top dose activity, negative = inhibition, usual class: inhibitors | 330,000 compounds, 0.006% hits | AID 488837; also: potency is read from the fitted curve at half-maximal effect
#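 Eya2 (0.2 uM) preincubated 10 min at ambient with compound, then OMFP substrate added at 50 uM; 10 min reaction in 50 mM HEPES pH 7.5, 50 mM NaCl, 5 uM MgCl2, 0.05% BSA, 1 mM DTT. Fluorescence read at Ex 485/Em 525 nm.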
# PKM2 activator: activators of human pyruvate kinase M2. P14618. purified PKM2, Kinase-Glo ATP luminescence, activation; response scale: 0% is enzyme alone, no compound. Potency, µM (doses to about 57.5 µM), inactives show at the highest dose activation, actives largely listed as activators. 260,000 compounds, 0.34% hits. AID 1631; also: potency is read from the fitted curve at half-maximal effect; nearly all actives have a fitted effect of over 55% in size
#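 hPK-M2, >95% pure; 0.1 mM ADP / 0.5 mM PEP final; imidazole pH7.2 buffer w/ 7 mM MgCl2, 50 mM KCl; 1 h RT; Kinase-Glo lum. Intermediate enzyme activity for dual inhibitor/activator qHTS.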
# Giardia killer: Giardia lamblia killing; 340,000 compounds, 0.15% hits; activity change, % at 7.66 µM, hits read low; Giardia lamblia trophozoite viability; in the data active = activity change below about -80%; inconclusive = between about -30% and that limit;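 also: parasites exposed to compound for two days anaerobically before the ATP read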
#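 Killing of trophozoites was scored by loss of ATP luminescence after a 48 hrs anaerobic exposure to compounds at 37 deg C, using 100 cells per well.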
# GALK inhibitor: blocks human galactokinase activity. 270,000 compounds, 0.007% hits. Potency, µM (series often up to 57.5 µM), without a hit: at the top dose activity change, negative = inhibition, most hits filed as inhibitors. Purified GALK, Kinase-Glo residual ATP luminescence. AID 1868. P51570; also: potency is read from the fitted curve at half-maximal effect
# Target sequence (P51570 whole entry, looked up): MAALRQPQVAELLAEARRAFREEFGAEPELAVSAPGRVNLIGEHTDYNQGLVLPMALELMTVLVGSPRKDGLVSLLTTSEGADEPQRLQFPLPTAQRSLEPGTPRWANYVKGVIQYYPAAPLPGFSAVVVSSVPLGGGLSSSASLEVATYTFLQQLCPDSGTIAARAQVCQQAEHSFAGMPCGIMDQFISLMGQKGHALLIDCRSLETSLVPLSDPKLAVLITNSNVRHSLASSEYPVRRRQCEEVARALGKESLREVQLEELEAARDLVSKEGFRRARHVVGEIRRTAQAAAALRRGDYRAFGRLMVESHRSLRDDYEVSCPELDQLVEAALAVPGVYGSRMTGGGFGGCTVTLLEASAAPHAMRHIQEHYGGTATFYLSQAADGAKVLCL
#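 Human GALK (5 nM) with 35 uM ATP and 100 uM galactose in 20 mM HEPES pH 8.0, 5 mM MgCl2, 60 mM NaCl, 1 mM DTT, 0.01% BSA. After 1 h at room temperature, leftover ATP was read by Kinase-Glo Plus luminescence.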
# Coupling enz: coupling enzyme interference in Giardia aldolase counter-screen | activity change, negative = inhibition, % at 58.2 µM, hits read low | coupling enzyme system counterscreen, AmpLite Red fluorescence | 290,000 compounds, 0.67% hits | AID 2472; in the data active = activity change below about -30%
#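 Final compound at 57.5 uM, incubated 10 min at RT with coupling enzyme reagent (glyceraldehyde-3-phosphate), then 20 min with substrate and AmpLite Red detection. Fluorescence read at 525/598 nm; tests interference with the coupling assay, not aldolase inhibition.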
# Chronic BCR inh: inhibitors of chronic active B-cell receptor signaling. ABC-DLBCL IkBa-CBG/CBR reporter, luminescence ratio, 4 h. Potency, µM (series often up to 46.1 µM), without a hit: at the top dose ratio change, negative = lower green/red ratio, hits mostly inhibitors. 340,000 compounds, 0.05% hits. AID 493014; active = well fitted inhibition curve with a large enough effect in the signal ratio, with a control signal flat, not every such curve was filed as active; inconclusive = small, poorly fitted or top-dose-only effect, or effect the other way, or a change in a side signal; the % refers to the signal ratio;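 also: potency is read from the fitted curve at half-maximal effect; plate controls were basal doxycycline-induced cells for no effect and cells given 10 µM MG132 for full effect; MG132 reads +100%, hits lower the ratio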
#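 TMD8 ABC-DLBCL cells carrying doxycycline-inducible green luciferase fused to IkappaBalpha plus unfused red luciferase were exposed to compounds (up to 46 uM) for 4 hrs at 37C. Activity came from the overlap-corrected green/red luminescence ratio.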
# USP2a inh: blocks human ubiquitin-specific protease USP2a. O75604. USP2 core, Ub-CHOP2 coupled fluorogenic reporter, 485/531. Potency, µM (titrated, usually from 38.3 µM), for the others: top-dose activity change, negative = inhibition, actives largely listed as inhibitors. 330,000 compounds, 0.01% hits. AID 463254;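 also: potency is read from the fitted curve at half-maximal effect; plate controls were DMSO wells for no effect and full inhibition by NEM control for full effect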
# Target sequence (O75604 whole entry, looked up): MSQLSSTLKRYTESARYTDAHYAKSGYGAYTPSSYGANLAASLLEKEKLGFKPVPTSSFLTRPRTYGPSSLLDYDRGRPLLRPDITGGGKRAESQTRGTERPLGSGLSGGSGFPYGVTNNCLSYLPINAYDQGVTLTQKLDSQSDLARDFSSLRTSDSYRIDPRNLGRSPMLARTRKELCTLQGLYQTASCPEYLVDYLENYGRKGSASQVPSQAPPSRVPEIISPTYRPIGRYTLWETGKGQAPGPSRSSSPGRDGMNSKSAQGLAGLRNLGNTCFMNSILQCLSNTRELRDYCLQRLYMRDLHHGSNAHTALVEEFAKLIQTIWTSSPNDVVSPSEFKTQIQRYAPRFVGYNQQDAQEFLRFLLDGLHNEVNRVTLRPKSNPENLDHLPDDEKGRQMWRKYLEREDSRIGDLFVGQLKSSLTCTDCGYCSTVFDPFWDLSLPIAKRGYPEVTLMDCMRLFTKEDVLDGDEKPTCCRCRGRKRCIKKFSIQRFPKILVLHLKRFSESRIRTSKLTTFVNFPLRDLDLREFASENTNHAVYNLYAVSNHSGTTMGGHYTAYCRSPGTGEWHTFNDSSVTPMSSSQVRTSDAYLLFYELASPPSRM
#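 Cell-free coupled assay: 10nM USP2 core preincubated 30min RT with compound in Tris-HCl pH 8.0/CaCl2/CHAPS buffer, then 25nM Ub-CHOP2 and 25nM reporter substrate; fluorescence (Ex 485/Em 531) read after 60min RT, normalized to NEM inhibition, concentration-response curves fitted.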
# The depositor's hits bear a star; ? = inconclusive; · = not tested or not shown. Unless noted, calls follow the shape of the dose curve; as a rule, active = well fitted curve in the direction sought with a large enough effect; inconclusive = small, poorly fitted or top-dose-only effect, or another doubt; inactive = no such curve, though single readings can be large; an effect the other way counts as inactive or inconclusive. Unless noted, % is scaled to controls: 0 for no effect and ±100 for the full control effect.
SMILES,B2AR arrestin,KCNH2 WT inh,uPA surface inh,KCNH2 3.1 inh,Eya2 phos inh,PKM2 activator,Giardia killer,GALK inhibitor,Coupling enz,Chronic BCR inh,USP2a inh
O=c1c2nccnc2[nH]c(=S)n1Cc1ccccc1Cl,-0.1%,-10,-10%,-12,3%,1%,-11,-1%,6,0%,5%
O=C(CCNC(=O)OCC1c2ccccc2-c2ccccc21)NOCc1ccccc1,0.5%,-4,-21%,·,5%,·,-13,·,·,0%,-1%
O=C(CSc1nc2ncc(Br)cc2[nH]1)c1cccc([N+](=O)[O-])c1,-0.4%,-8,-5%,2,-1%,-3%,-5,-2%,-12,?,1%
O=C(N/N=C/c1cc(Cl)cc([N+](=O)[O-])c1O)c1ccccc1NS(=O)(=O)c1cccs1,0.2%,-3,4%,1,-3%,-11%,-13,-2%,12,-1%,0%
C/C(=N\NC(=O)COc1ccccc1[N+](=O)[O-])c1cccs1,-0.1%,-10,-5%,-4,-1%,-7%,1,-2%,-3,?,0%
Cc1c(CCCN)c2ccccc2n1Cc1ccccc1,-0.3%,-8,-2%,-18,-3%,0%,-5,1%,3,?,0%
CCOC(=O)N1CCN(C(=S)Nc2ccc(C)cc2C)CC1,-0.4%,-1,1%,-17,-14%,-2%,0,8%,0,-7%,4%
Cc1nc2c(sc(=S)n2Cc2ccco2)c(=O)n1CC(=O)Nc1ccc(F)cc1,-0.2%,21,-15%,-87*,7%,-27%,29,-2%,-2,?,-2%
Oc1c(Br)cc(Br)cc1/C=N/n1c(-c2ccccc2)n[nH]c1=S,-0.1%,-10,-7%,1,0%,-2%,5,-9%,0,-8%,-1%
CCN(Cc1ccccc1)C(=O)CN1C(=O)COc2ccc(S(=O)(=O)NC3CCCC3)cc21,-0.3%,3,-9%,11,-3%,·,3,7%,4,7%,-1%
CC(=O)CCn1cnc([N+](=O)[O-])n1,0.3%,-2,-4%,-13,18%,9%,-7,-1%,-4,18%,0%
Cc1ccc(N=C2NC(=O)/C(=C\c3ccco3)S2)cc1,1.2%,-8,0%,-5,5%,13%,-16,0%,0,2%,1%
O=C(Cc1ccc(-c2ccccc2)cc1)Nc1ncccc1O,-0.3%,27,-4%,-29,4%,-11%,8,2%,-1,-10%,2%
CCCCCCCCOC(=O)C(NC(=O)CCC(=O)Nc1ccc(S(N)(=O)=O)cc1)C(O)c1ccccc1 (stereo unspecified),-0.1%,-1,0%,2,-9%,1%,-9,0%,-1,?,3%
O=C(c1cc(Cl)ccc1Cl)N1CCOCC1,-0.2%,32,6%,-4,-3%,-2%,-5,7%,-2,4%,1%
CC(=O)c1ccccc1NC(=O)c1ccc(OCc2c(C)noc2C)cc1,0.1%,-11,5%,-22,5%,·,-9,·,·,2%,4%
Cc1ccc(S(=O)(=O)N(CCCO)CC(O)CON=C2c3ccccc3-c3ccccc32)cc1 (stereo unspecified),-0.4%,-9,-7%,-18,-6%,7%,-3,0%,0,?,4%
Cc1oc(-c2ccc(Cl)cc2)nc1CS(=O)CC(=O)NCc1ccccn1 (stereo unspecified),-0.2%,1,4%,0,-2%,·,7,-4%,·,-2%,-1%
CCCNC(=O)c1ccc2c(c1)nc(C)n2-c1cccc(C)c1,0.0%,1,4%,4,-12%,·,0,1%,2,?,3%
CC1=C(C)CC(C(=O)NNC(=O)c2csc3c2CCC(C(C)(C)C)C3)C(C(=O)O)C1 (stereo unspecified),-0.5%,2,1%,18,-10%,-2%,9,·,12,6%,-1%
CC(C)c1ccc(C2(C)NC(=O)N(C(C)C(=O)Nc3ccc(N4CCOCC4)cc3)C2=O)cc1 (stereo unspecified),-2.7%,-2,-6%,-31,-34%,·,14,·,·,?,-1%
O=C(c1cccc(S(=O)(=O)N2CCCC2)c1)c1nnc(-c2ccncc2)o1,0.0%,-12,4%,-22,3%,5%,-3,6%,2,1%,3%
CCOC(=O)Cn1c(CN(Cc2ccccc2)Cc2ccccc2)nc2c1c(=O)n(C)c(=O)n2C,3.2%,2,-4%,-2,-5%,3%,-3,1%,0,?,-13%
O=C(CNC(c1ccccc1)c1ccccc1)Nc1ccccc1Br,-0.1%,3,-6%,-5,-15%,·,-26,-1%,0,3%,-8%
CCN(CC)S(=O)(=O)c1ccc(NC=C(C#N)C#N)cc1,0.1%,2,0%,7,6%,0%,-1,5%,1,?,-2%

# Ten entries from above, as tab-separated lines.
SMILES	B2AR arrestin	KCNH2 WT inh	uPA surface inh	KCNH2 3.1 inh	Eya2 phos inh	PKM2 activator	Giardia killer	GALK inhibitor	Coupling enz	Chronic BCR inh	USP2a inh
CC(=O)CCn1cnc([N+](=O)[O-])n1	0.3%	-2	-4%	-13	18%	9%	-7	-1%	-4	18%	0%
Cc1ccc(N=C2NC(=O)/C(=C\c3ccco3)S2)cc1	1.2%	-8	0%	-5	5%	13%	-16	0%	0	2%	1%
O=C(Cc1ccc(-c2ccccc2)cc1)Nc1ncccc1O	-0.3%	27	-4%	-29	4%	-11%	8	2%	-1	-10%	2%
CCCCCCCCOC(=O)C(NC(=O)CCC(=O)Nc1ccc(S(N)(=O)=O)cc1)C(O)c1ccccc1 (stereo unspecified)	-0.1%	-1	0%	2	-9%	1%	-9	0%	-1	?	3%
O=C(c1cc(Cl)ccc1Cl)N1CCOCC1	-0.2%	32	6%	-4	-3%	-2%	-5	7%	-2	4%	1%
CC(=O)c1ccccc1NC(=O)c1ccc(OCc2c(C)noc2C)cc1	0.1%	-11	5%	-22	5%	·	-9	·	·	2%	4%
Cc1ccc(S(=O)(=O)N(CCCO)CC(O)CON=C2c3ccccc3-c3ccccc32)cc1 (stereo unspecified)	-0.4%	-9	-7%	-18	-6%	7%	-3	0%	0	?	4%
Cc1oc(-c2ccc(Cl)cc2)nc1CS(=O)CC(=O)NCc1ccccn1 (stereo unspecified)	-0.2%	1	4%	0	-2%	·	7	-4%	·	-2%	-1%
CCCNC(=O)c1ccc2c(c1)nc(C)n2-c1cccc(C)c1	0.0%	1	4%	4	-12%	·	0	1%	2	?	3%
CC1=C(C)CC(C(=O)NNC(=O)c2csc3c2CCC(C(C)(C)C)C3)C(C(=O)O)C1 (stereo unspecified)	-0.5%	2	1%	18	-10%	-2%	9	·	12	6%	-1%

# (listing goes on)
SMILES,B2AR arrestin,KCNH2 WT inh,uPA surface inh,KCNH2 3.1 inh,Eya2 phos inh,PKM2 activator,Giardia killer,GALK inhibitor,Coupling enz,Chronic BCR inh,USP2a inh
O=C(Nc1cc(C(F)(F)F)ccc1F)C1CCC1,0.1%,24,6%,·,0%,-4%,-11,-4%,0,-8%,1%
O=C(CNC(=O)c1cccs1)N=Nc1c(O)[nH]c2ccc(Br)cc12,0.0%,0,1%,7,1%,·,?,-6%,2,4%,4%
CCC(C)C(=O)Nc1cc([N+](=O)[O-])ccc1Cl (stereo unspecified),-0.7%,-7,-9%,-30,0%,-1%,-10,0%,0,?,4%
CCCCNC(=O)/C=C/c1ccc(S(=O)(=O)Nc2ccc(OC)cc2)cc1,-0.2%,-5,4%,-10,-10%,2%,1,-1%,0,?,-1%
Cc1cccc2cc(CN(Cc3ccccc3)C(=O)c3cccc(F)c3)c(Cl)nc12,0.4%,3,4%,-14,-9%,-15%,9,2%,5,-3%,0%
COc1ccc(/C=N/OCC(=O)N2CCCC2)c(OC)c1,-0.1%,-9,1%,0,-3%,1%,-7,0%,-1,?,2%
CC(C)(C)OC(=O)[C@H](Cc1ccccc1)NC(=O)c1nc[nH]c1C(=O)N1CCN(C(=O)OC(C)(C)C)CC1,0.0%,-1,17%,7,-9%,2%,0,·,0,13%,4%
